KOR beta-arrestin-1: kappa opioid receptor activators – cell-based, luminescence, uHTS, primary screen (AID 1777); actives 0.02% (n = 280,000); activation, % at 10 µM; hits with a dose series show EC50 in µM; KOR beta-arrestin recruitment, luminescence; higher % means a stronger effect; in the data active = activation above about 50%, passing the limit was not always enough; note: a part of the inactive calls stands beside numbers as strong as those of hits
MgcRacGAP inhibition: MgcRacGAP GTPase-activating activity inhibitors, confirmation, biochemical, ADP Hunter fluorescence; MgcRacGAP-stimulated Rac1 GTP hydrolysis, ADP Hunter fluorescence; higher % means a stronger effect; GST-tagged Rac1 F28L mutant substrate; actives 0.6% (n = 340,000); one-dose inhibition, % at 30 µM; IC50 in µM for titrated hits;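 active = first-screen hits whose inhibition reached a set limit at any dose in the follow-up dose series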;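 note: fluorescence reports GDP produced by GAP-driven GTP hydrolysis; strong numbers were not always called active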
NOD1 inhibition: NOD1 signaling inhibitors, primary screen, cell-based, luminescence, uHTS (AID 1578) | inhibition, % at 4 µM; hits with a dose series show EC50 in µM | actives 1% (n = 290,000) | NOD1-driven NF-kB luciferase reporter cells, luminescence; higher % means a stronger effect; in the data active = inhibition mostly above about 36%, no sharp cut-off; inactive = mostly below about 34%;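 note: HEK-293T reporter cells stimulated with the NOD1 agonist gamma-tri-DAP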
NTR1 agonist: agonists of NTR1, primary screen, imaging, U2OS cells, beta-arrestin-GFP, high content (AID 493036). activation, % at 20 µM. NTR1-U2OS beta-arrestin-GFP spot imaging, agonist mode. actives 0.17% (n = 330,000);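 active = activation at or above 40% of the spot to cytoplasm intensity ratio, with at least 20 cells analyzed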;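 note: 0% = DMSO without peptide and 100% = 100 nM NTR1 peptide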
Target sequence (P30989 whole entry, looked up): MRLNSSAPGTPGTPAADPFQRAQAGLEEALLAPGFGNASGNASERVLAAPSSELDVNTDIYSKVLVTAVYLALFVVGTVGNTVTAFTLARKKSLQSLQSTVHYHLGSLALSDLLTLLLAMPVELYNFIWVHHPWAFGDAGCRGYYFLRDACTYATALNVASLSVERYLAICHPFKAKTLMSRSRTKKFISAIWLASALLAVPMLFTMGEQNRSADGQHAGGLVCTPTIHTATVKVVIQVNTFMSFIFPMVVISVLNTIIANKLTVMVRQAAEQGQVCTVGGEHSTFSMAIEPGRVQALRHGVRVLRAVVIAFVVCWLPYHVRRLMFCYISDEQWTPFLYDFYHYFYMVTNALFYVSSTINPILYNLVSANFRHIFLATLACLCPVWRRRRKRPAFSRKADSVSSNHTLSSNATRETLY
UTI89 phage lysis: protection from phage-mediated lysis, alamar blue read-out – E. coli UTI89, K1F phage, bacterial capsule biogenesis inhibitors (AID 488966). E. coli UTI89 K1F phage lysis, alamar blue, 2 h; higher % means a stronger effect. actives 0.02% (n = 340,000). inhibition, % at 100 µM, or IC50 in µM where a hit was titrated;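 active = phage lysis inhibition, versus mean bacterial control, above a set limit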;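 note: capsule biogenesis inhibitors block K1F phage lysis so surviving cells raise fluorescence; higher fluorescence means more inhibition of phage lysis; actives were called in the ten point dose series up to 300 µM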
KOR beta-arrestin-2: KOR antagonists, beta-arrestin recruitment, cell-based, luminescence, uHTS (AID 1778). one-dose inhibition, % at 10 µM; IC50 in µM for titrated hits. actives 0.091% (n = 290,000). KOR beta-arrestin recruitment, luminescence, antagonist mode; higher % means a stronger effect; in the data active = inhibition above about 50%; note: strong numbers were not always called active
GPR35 antagonists: GPR35 antagonists blocking zaprinast-driven arrestin recruitment, primary screen, imaging, U2OS, beta-arrestin-GFP, zaprinast agonist (AID 2058); U2OS GPR35 beta-arrestin-GFP translocation imaging, zaprinast antagonism; higher % means a stronger effect; one-dose inhibition, % at 10 µM; IC50 in µM for titrated hits; actives 0.052% (n = 290,000);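 active = inhibition of at least 50% with at least 30 cells and total cytoplasm GFP at most 10,000,000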
GPR55 beta-arrestin: GPR55 agonists via beta-arrestin recruitment, primary screen, imaging, U2OS cells, beta-arrestin-GFP redistribution (AID 1961); U2OS GPR55 beta-arrestin-GFP redistribution imaging; higher % means a stronger effect; one-dose activation, % at 10 µM; EC50 in µM for titrated hits; actives 0.048% (n = 290,000);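 active = activation above 40% with more than 50 cells counted in the well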;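 note: U2OS osteosarcoma cells stably expressing GPR55 and beta-arrestin-GFP; plate controls were DMSO negative control for no effect and LPI positive control for full effect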
GPR55 LPI antagonism: GPR55 antagonists blocking LPI-driven arrestin recruitment, primary screen, imaging, U2OS, beta-arrestin-GFP, LPI agonist (AID 2013). U2OS GPR55 beta-arrestin-GFP translocation imaging, LPI antagonism; higher % means a stronger effect. actives 0.13% (n = 290,000). inhibition, % at 10 µM, or IC50 in µM where a hit was titrated;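 active = spots per cell inhibited over 60%, with over 100 cells counted and total cytoplasm intensity under 500,000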;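 note: U2OS cells stably carrying GPR55 and arrestin-GFP stimulated by 5 µM LPI near EC80; imaged beta-arrestin-GFP aggregate spots per cell after agonist stimulation; plate controls were LPI-stimulated DMSO wells for no effect and DMSO wells without LPI for full effect; some results filed as inactive read as strong as hits; confirmed hits need IC50 under 10 µM and bright autofluorescent wells are also inconclusive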
NTR1 agonist cell count 20 µM: recorded beside NTR1 agonist, whose call it bears; cell count; measured here: cell count, cytotoxicity flag
Starred values were filed as active, the others as inactive; / = no result given; [ ] = dose if it differs, or a comment. The list is partial; rates above refer to the full screens.

Sample of the layout (9 entries):
SMILES	KOR beta-arrestin-1	MgcRacGAP inhibition	NOD1 inhibition	NTR1 agonist	NTR1 agonist cell count 20 µM	UTI89 phage lysis	KOR beta-arrestin-2	GPR35 antagonists	GPR55 beta-arrestin	GPR55 LPI antagonism
Cc1ccc2oc(/N=C(\N)NC(=O)C(C)(C)C)nc2c1	1.5%	-8%	/	5.1	56	-0.3%	7%	3%	0.2%	8%
O=C(N/C(=C/c1ccc(F)cc1)C(=O)N1CCOCC1)c1ccccc1	-1.3%	-4%	-22%	-0.1	62	-0.1%	-24%	-4%	0.0%	-12%
CC(=O)Nc1ccc(S(=O)(=O)NNC(=O)C(=O)NNc2ccccn2)cc1	-2.4%	3%	-12%	-0.3	57	1.0%	-3%	19%	-0.1%	-8%
CC(C)(C)C(=O)Nc1ccc(S(=O)(=O)N2CCCC2)cc1	-3.1%	-2%	-9%	0.3	57	-1.8%	4%	-2%	-0.2%	14%
O=C(NNc1c2ccccc2nc2ccccc12)c1ccccc1O	4.3%	10%	4%	50*	92*	0.3%	-49%	10%	0.2%	-1%
Cc1c(Cl)cccc1NC(=O)c1ccccc1-c1ccccc1C(=O)O	-2.3%	7%	8%	1.8	51	0.3%	-62%[20 µM]	-6%	-0.3%	3%
CC(C)CC(=O)N1CCN(Cc2ccc3ccccc3c2)CC1	0.9%	26%	-11%	0.7	57	1.1%	-40%[20 µM]	8%	-0.2%	-1%
COc1ccc(C2C(C(N)=O)=C(C)Nc3nc(CCCO)nn32)cc1OC (stereo not drawn)	-0.1%	4%	0%	-0.1	40	0.0%	-8%	10%	0.8%	3%
Cc1nn(Cc2ccc(F)cc2)c(C)c1NC(=O)c1cc(-c2ccco2)on1	-0.1%	7%	14%	-0.6	43	0.0%	-25%	33%	-0.1%	7%

The whole of this part, previewed entries included:
SMILES	KOR beta-arrestin-1	MgcRacGAP inhibition	NOD1 inhibition	NTR1 agonist	NTR1 agonist cell count 20 µM	UTI89 phage lysis	KOR beta-arrestin-2	GPR35 antagonists	GPR55 beta-arrestin	GPR55 LPI antagonism
Cc1ccc2oc(/N=C(\N)NC(=O)C(C)(C)C)nc2c1	1.5%	-8%	/	5.1	56	-0.3%	7%	3%	0.2%	8%
O=C(N/C(=C/c1ccc(F)cc1)C(=O)N1CCOCC1)c1ccccc1	-1.3%	-4%	-22%	-0.1	62	-0.1%	-24%	-4%	0.0%	-12%
CC(=O)Nc1ccc(S(=O)(=O)NNC(=O)C(=O)NNc2ccccn2)cc1	-2.4%	3%	-12%	-0.3	57	1.0%	-3%	19%	-0.1%	-8%
CC(C)(C)C(=O)Nc1ccc(S(=O)(=O)N2CCCC2)cc1	-3.1%	-2%	-9%	0.3	57	-1.8%	4%	-2%	-0.2%	14%
O=C(NNc1c2ccccc2nc2ccccc12)c1ccccc1O	4.3%	10%	4%	50*	92*	0.3%	-49%	10%	0.2%	-1%
Cc1c(Cl)cccc1NC(=O)c1ccccc1-c1ccccc1C(=O)O	-2.3%	7%	8%	1.8	51	0.3%	-62%[20 µM]	-6%	-0.3%	3%
CC(C)CC(=O)N1CCN(Cc2ccc3ccccc3c2)CC1	0.9%	26%	-11%	0.7	57	1.1%	-40%[20 µM]	8%	-0.2%	-1%
COc1ccc(C2C(C(N)=O)=C(C)Nc3nc(CCCO)nn32)cc1OC (stereo not drawn)	-0.1%	4%	0%	-0.1	40	0.0%	-8%	10%	0.8%	3%
Cc1nn(Cc2ccc(F)cc2)c(C)c1NC(=O)c1cc(-c2ccco2)on1	-0.1%	7%	14%	-0.6	43	0.0%	-25%	33%	-0.1%	7%
Cc1cc(C)c(C)c(S(=O)(=O)NC(C)C(=O)O)c1C (stereo not drawn)	7.6%	7%	-4%	-1.3	52	0.2%	24%	-9%	0.5%	-2%
O=C(CSc1nc2c(c(=O)[nH]1)CCCC2)Nc1ccc(Cl)cc1F	8.2%	2%	-14%	1.1	66	3.0%	-21%	1%	0.6%	12%
COc1ccc(C(=O)N2CCN(C(C)=O)CC2)cc1S(=O)(=O)N1CCOCC1	-2.0%	4%	-42%	0.5	40	0.2%	-15%	1%	-0.5%	0%
Cc1[nH]c(=O)[nH]c(=O)c1S(=O)(=O)Nc1ccc(S(N)(=O)=O)cc1	-1.5%	2%	-26%	-0.3	59	-0.1%	-22%[20 µM]	-8%	-0.1%	1%
O=C(N1CCCC1)C12CC3CC(CC(Cl)(C3)C1)C2	-1.2%	/	12%	0.4	94	0.4%	2%	-6%	-0.1%	-6%
O=C(CNC(=O)c1ccccc1F)NCCc1ccc(Cl)cc1	-1.0%	4%	-36%	-0.5	57	0.4%	-3%	5%	-0.1%	2%
CCOC(=O)N1CCN(c2nc(-c3cccs3)nc3ccccc23)CC1	1.8%	7%	-7%	5.8	49	-0.4%	-30%	-6%	0.5%	3%
Cc1ccc(S(=O)(=O)c2c(C)cc(C)[nH]c2=O)cc1	0.4%	8%	-8%	-1.3	100	0.1%	8%	9%	-0.1%	5%
CN(C)/C=N/C(=S)Nc1ccc(Cl)cc1	-6.0%	6%	-42%	0.2	45	1.7%	-9%[20 µM]	13%	0.2%	-4%
CCOC(=O)N1CCC(NC(=O)C(CC(C)C)NC(=O)C2CCCCC2)CC1 (stereo not drawn)	-1.2%	10%	/	1.0	111	0.7%	-9%	-2%	-0.1%	17%
CCN(CC)C(=O)c1ccc2c3c(cccc13)C(=O)N(CCc1ccc(OC)c(OC)c1)C2=O	-2.0%	2%	46%	3.6	68	1.3%[50 µM]	-17%	-4%	-0.2%	16%
CC(C)(C)NC(=O)C1CCN(C(=O)c2ccc(Br)cc2)CC1	-0.3%	-3%	-19%	0.9	49	6.3%	3%	-9%	0.2%	7%
Cc1ccc(-n2c(SCC(=O)Nc3nccs3)nc3c(c2=O)SCC3)cc1	-0.6%	5%	/	-0.2	94	0.7%	10%	-3%	-0.1%	5%
Cc1ccccc1C(NC(N)=O)c1ccccc1 (stereo not drawn)	8.1%	5%	-17%	0.6	46	-0.5%	16%	1%	-0.1%	4%
COc1ccccc1CNS(=O)(=O)c1c(C)nc2scc(C)n2c1=O	7.2%	10%	-16%	-0.9	49	0.3%	-19%	17%	-0.2%	5%
C[C@H](NC(=O)c1nc[nH]c1C(=O)NC1CCN(C(=O)OC(C)(C)C)CC1)C(=O)OC(C)(C)C	1.5%	6%	-19%	0.5	63	2.0%	-21%	-5%	-0.1%	-2%
CCn1c(-c2cc3ccccc3cc2O)n[nH]c1=S	0.2%	5%	6%	-2.1	72	-0.3%	6%	-2%	-0.1%	4%
COc1ccccc1CCNC(=O)CNC(=O)c1ccc2ccccc2c1	-0.8%	2%	10%	-2.2	42	-0.1%	-20%	7%	-0.1%	10%
CCc1c(C(=O)N/N=C/c2ccc(OCc3ccc(F)cc3)c(OC)c2)nnn1-c1nonc1N	-2.1%	5%	-7%	0.9	58	0.0%	-6%	13%	-0.2%	8%
O=C(CCC(=O)CCN1CCCCC1)CCN1CCCCC1	-4.6%	-2%	2%	-1.7	73	2.1%	0%	13%	-0.1%	9%
CCOC(=O)N1CCC(NC(=O)C2CCCN(S(C)(=O)=O)C2)CC1 (stereo not drawn)	-4.2%	3%	-23%	0.5	46	0.9%[50 µM]	8%	-10%	0.3%	10%
Cc1cccc(OCCn2cnc(Cl)c2Cl)c1	-1.0%	9%	-5%	1.1	59	0.3%	1%	-19%	-0.3%	5%
COc1cc(C(=O)NCCc2cn3ccccc3n2)cc(OC)c1OC	-4.3%	-3%	-31%	5.9	54	4.0%	-15%	-2%	-0.1%	5%
CCC1CCCCN1C(=O)c1c[nH]c2ccc(S(=O)(=O)N(C)c3ccc(Cl)cc3)cc2c1=O (stereo not drawn)	2.3%	6%	5%	0.7	57	0.4%	-29%	19%	-0.2%	9%
O=C(NCCSc1ccccc1)c1ccc(CN2CCOCC2)cc1	-1.2%	7%	4%	1.0	45	-0.1%	10%	4%	-0.3%	6%
COC(=O)C1=CNC=C(C(=O)OC)C1c1ccc(C(=O)OC)cc1	1.3%	7%	-34%	-3.9	82	1.0%	4%	-2%	-0.1%	-8%
O=C(COC(=O)c1cnccn1)Nc1ccc(Cl)cc1	0.5%	2%	-11%	-0.9	59	1.8%	-9%	-10%	0.2%	4%
CCOC(=O)N1CCN(S(=O)(=O)c2cccc3nonc23)CC1	-0.8%	4%	-9%	0.7	96	0.0%	21%	-8%	0.0%	-3%
CN(C)c1cccc(C(=O)N/N=C/c2ccccc2F)c1	-11%	4%	20%	0.4	67	2.6%	6%	-11%	-0.3%	-2%
CC(C(=O)N=Nc1c(O)n(C)c2ccc(Br)cc12)n1cnc2ccccc2c1=O (stereo not drawn)	-3.3%	/	-14%	2.9	101	/	15%	-15%	-0.3%	17%
O=c1c2ccccc2nc2n1CCS2	3.0%	6%	-2%	1.6	67	2.1%	23%	14%	-0.2%	2%
O=C(Nc1nnc(-c2ccccc2F)s1)C1CCN(S(=O)(=O)c2ccc(Cl)cc2)CC1	-3.3%	13%	-42%	6.4	67	1.7%[50 µM]	-22%	4%	-0.4%	18%
COc1ccccc1NS(=O)(=O)c1ccc2[nH]c(=O)[nH]c2c1	0.5%	4%	-5%	0.4	69	-0.6%	-4%	5%	-0.1%	9%
CC(C)=CCN1CCN(Cc2ccc(Oc3ncccn3)cc2)CC1CCO (stereo not drawn)	/	8%	-10%	-1.4	90	0.3%	6%[20 µM]	11%	-0.1%	-2%
COc1cc(S(=O)(=O)N(Cc2ccc(C)cc2)Cc2ccco2)ccc1-n1cnnn1	4.5%	9%	16%	2.8	60	-0.4%[50 µM]	-6%	5%	0.0%	-10%
COc1ccc2c(c1OC)C(=O)N1c3ccccc3COC21 (stereo not drawn)	-3.9%	8%	-90%	2.6	43	-0.1%	31%	-2%	-0.1%	26%
